MBD2 inh: blocks human MBD2 binding to methylated DNA; Q9UBB5; inhibition, % at 4.4 µM; TR-FRET, MBD2 binding to methylated oligonucleotide; AID 686964; 0.31% of 370,000 active; in the data active means inhibition above about 13%
ASAP1 GAP inh: blocks human ASAP1-stimulated Arf1 GTP hydrolysis | Q9ULH1 | GDP FP detection | inhibition, % at 16.5 µM | 0.19% of 360,000 active | AID 624377; in the data active means inhibition above about 25%;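 further: 0% = vehicle with enzyme and substrate and 100% = no enzyme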
DDE Tn6 FP inh: disrupts Tn6 cyclic peptide binding to fibrin D-Dimer-E complex | 0.21% of 370,000 active | AID 720509 | Fibrin DD(E) TRITC-Tn6 fluorescence polarization displacement | inhibition, % at 8.3 µM;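 active means inhibition above a per-campaign cutoff: mean of compounds within control limits plus 3 SD, cut at about 15% in these data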;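 further: 0% = median of all compound wells on the plate and 100% = blocking peptide control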
PLCg1 inh: inhibitors of human phospholipase C gamma1. inhibition, % at 12.2 µM. purified PLC-gamma1, fluorogenic substrate, fluorescence. P19174. AID 720700. 0.84% of 370,000 active; in the data active means inhibition above about 9.5%
ARFGAP1 inhibitor: inhibitors of rat ARFGAP1; Q62848; Arfgap1-stimulated ARF1 GTP hydrolysis, GDP FP detection; inhibition, % at 16.5 µM; 0.26% of 360,000 active;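 active means inhibition above a per-plate limit, mean inhibition of low control wells plus 3 SD, cut at about 25% in these data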;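 further: 0% = DMSO wells with enzyme and 100% = wells lacking Arfgap1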
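material = rat Arfgap1 catalytic domain, aa 1-136 | also added = human ARF1(Δ1-17)-GTP substrate | compound dosing = one concentration, 16.5 µM, DMSO 1.26% | times = GTP hydrolysis reaction 2 h at 25 °C | measured by = FP, GDP Alexa 633 tracer displaced from anti-GDP antibody, 620/688 nm | evaluation = percent inhibition of Arfgap1-stimulated GTP hydrolysis | replication = single well per compound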
Tn7 DDE FP: DD(E)-Tn7 binding inhibition, primary FP screen. P02675. inhibition, % at 8.3 µM. FP displacement of FITC-Tn7 peptide from fibrin DD(E); 0% = median of compound wells per plate. AID 720508. 0.13% of 370,000 active;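 active means inhibition above the mean of compounds falling within the control limits plus 3 SD of them, cut at about 14% in these data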;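 further: 0% = plate median of compound wells and 100% = 10 µM Aha-Tn7 peptide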
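Measure: % inhibition scaled between sample-field median and high-control FP; Test system: human fibrin DD(E); Quantity: 2 µM final DD(E) protein; Doses: one dose, 8.3 µM nominal; Schedule: compound with protein 10 min, then 3 h after probe, room temperature; Detection: fluorescence polarization; Medium: Tris buffer with calcium and detergent, pH 7.8.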
proKLK7 act: activates the human kallikrein-7 zymogen. P49862. purified proKLK7, EDANS-DABCYL substrate fluorescence; 100% is mature enzyme control, 0% vehicle. activation, % at 7 µM. 0.9% of 370,000 active;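 active means activation above the mean of all tested compounds plus 3 SD, computed per campaign excluding outliers beyond control limits, cut at about 13% in these data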
ADAM17 inh: inhibits human ADAM17 | recombinant ADAM17, EDANS/DABCYL FRET peptide cleavage | AID 720648 | P78536 | inhibition, % at 6.95 µM | 0.83% of 370,000 active;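 active means inhibition above the mean of compounds lying between control limits plus 3 SD, set per campaign, cut at about 8.5% in these data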;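 further: 0% = DMSO-only wells as the low control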
UHRF1 binding: human UHRF1 methylated DNA binding inhibitors; Q96T88; UHRF1 binding to methylated oligo, TR-FRET; inhibition, % at 4.4 µM; AID 687016; 0.75% of 370,000 active; in the data active means inhibition above about 21%;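 further: UHRF1 SRA domain binding a hemimethylated CpG hairpin DNA probe; 0% = median of test compound wells and 100% = reference inhibitor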
PLCb3 inh: inhibitors of human phospholipase C beta3; Q01970; Purified PLC-beta3, fluorogenic substrate, fluorescence; inhibition, % at 12.2 µM; 0.18% of 370,000 active; AID 720704; in the data active means inhibition above about 11%;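 further: 0% = median of compound wells on plate and 100% = full blocker control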
* hit, by the source's call; · = no result given.

#	SMILES	UHRF1 binding	ADAM17 inh	PLCb3 inh	DDE Tn6 FP inh	ARFGAP1 inhibitor	MBD2 inh	Tn7 DDE FP	PLCg1 inh	ASAP1 GAP inh	proKLK7 act
1	COc1ccc(-c2noc(C3CCCN(C(=O)Nc4cc(C)cc(C)c4)C3)n2)cc1 (configuration not stated)	4	6	4	-1	·	-4	-4	4	·	0.6
2	CC(=O)N1CCN(C(=O)COC(=O)COc2c(C)cc(C)cc2C)CC1	0	0	-7	-12	-9	4	-3	2	-3	-0.5
3	COc1ccc(/C=C2/C(=O)OCc3cc(OC)c(OC)cc32)c(OC)c1	-2	4	6	0	-5	-2	2	1	-5	-0.3
4	COc1ccc(CN(C)C(=O)c2cccc(NS(=O)(=O)c3ccccc3)c2)c(OC)c1	1	-3	-8	-2	-6	4	1	1	-6	-0.4
5	Cc1occc1-c1nnc(SCC(=O)Nc2ccccc2-c2ccccc2)n1C	-1	-3	2	-7	5	1	1	-4	11	0.0
6	C/C(CC(=O)Nc1ccc(F)cc1)=N\NC(=O)c1ccccn1	-1	-3	-4	-11	-2	-1	2	1	11	-0.5
7	O=C(C1CC1)N1CCN(S(=O)(=O)c2ccc3c(c2)OCCO3)CC1	-4	-1	2	5	0	2	0	2	10	0.1
8	CSc1nc(C)cc(OCC(=O)N2CCOCC2)n1	0	-4	0	-12	-3	7	-4	-2	2	-0.2
9	COc1ccccc1CNC(=O)NC1CCN(CC(=O)Nc2ccc3c(c2)OCCO3)CC1	-2	1	3	1	·	-6	-2	4	·	-0.5
10	CC(NC(=O)c1cc(F)c(F)cc1Cl)C1CC2CCC1C2 (configuration not stated)	-3	2	-4	5	7	4	-2	-1	5	0.7
11	COc1cc(OC)cc(C(=O)Nc2cccc3cccnc23)c1	4	5	3	0	1	4	-2	4	4	-0.5
12	CCc1ccc(N2C=C(C(=O)OC)C(c3cccc4ccccc34)C(C#N)=C2N)cc1 (configuration not stated)	7	-8	-87	-1	-2	9	-6	-50	3	-0.8
13	CCOC(=O)N1CCN(C(=O)c2ccc3c(=O)n(CCOC)c(=O)[nH]c3c2)CC1	2	-9	-9	-2	-7	2	9	-7	-6	-11
14	COc1cccc(OC)c1C(=O)Nc1cc(C)nn1-c1nc2ccccc2[nH]1	2	6	0	-13	-11	-1	-5	0	11	-0.6
15	CCS(=O)(=O)Nc1cc2c3c(c1)CCN3C(=O)CC2	0	-3	-8	4	1	1	1	-3	-18	0.3
16	CC1CCN(C(c2nnnn2CCc2ccccc2)C(C)C)CC1 (configuration not stated)	0	-3	-5	1	0	0	8	-17	3	-0.2
17	Nc1cc(=O)[nH]c(SCc2nnnn2-c2ccc(Cl)cc2)n1	-5	-2	5	-2	8	-7	-6	2	7	0.4
18	CCc1ccccc1OCc1nc2ccc(S(=O)(=O)N3CCOCC3)cc2[nH]1	-5	-1	-10	-6	3	4	7	-7	4	-0.8
19	O=C(NCC1OCCCN1S(=O)(=O)c1cc(F)ccc1F)C(=O)NC1CCCCCC1 (configuration not stated)	0	-1	1	1	-7	-7	7	-1	-7	-0.9
20	O=c1[nH]c2ccc(NC(=S)NC3CCCCC3)cc2[nH]1	2	1	0	2	-3	0	0	-1	0	-0.5
21	COc1ccc(Cl)c(NC(=O)NCCN2CCN(c3ccccc3)CC2)c1	1	0	5	-6	19	-2	3	8	22	0.1
22	O=[N+]([O-])c1ccc(-c2nnc(CNC3CCCC3)o2)cc1	4	-5	-9	2	1	2	8	-1	8	-0.3
23	CCN(CC)CCn1c(/N=C/c2cc(Br)ccc2O)nc2ccccc21	0	-6	-57	-2	-1	-4	-9	-53	5	0.5
24	O=C(CC(NC(=O)C(F)(F)F)c1ccccc1)Nc1nnc(CCc2ccccc2)s1 (configuration not stated)	-1	1	1	1	-4	-4	-6	-3	12	0.9
25	O=C(OC1CC2CC1[C@H]1CCCCN1C2=O)N1CCC(c2ccccc2)CC1 (some centres not stated)	4	-5	1	6	-1	1	5	1	-11	0.6
26	COc1ccc2nc(-c3cccc(N)c3)[nH]c2c1	-2	-311	-386	-1	2	-7	1	-274	1	3.0
27	O=C(NCCCCc1ccccc1)c1cccc([N+](=O)[O-])c1	1	-2	-5	1	1	4	6	1	9	0.0
28	CCOC(=O)Cc1csc(NC(=O)c2csc(C)c2)n1	-2	-3	1	-1	-1	2	5	1	-7	0.3
29	COc1ccc2c3n([n+]([O-])c2c1)CCN=C3c1cc(Cl)c(N)c(Cl)c1	-4	-2	-22	2	-10	3	3	-18	0	0.9
30	N#CCSc1nc2ccccc2c(=O)n1CCC(=O)NC1CCCCC1	1	0	3	-2	-4	-3	-1	2	-10	0.6
31	CC(C)(C)c1ccc(C(=O)O)c(C(=O)c2ccccc2)c1	-2	1	0	6	6	-3	4	0	-6	-0.1
32	Cc1ccccc1OCc1occc1C(=O)Nc1cccc(-n2cnnn2)c1	0	7	-5	-11	5	1	-5	6	-5	0.6
33	Cc1nn(-c2ccccc2)c(Cl)c1C(=O)Nc1c(C)n(C)n(-c2ccccc2)c1=O	2	0	4	11	1	-1	3	3	2	-0.2
34	CC(=O)Nc1cccc(-c2csc(C(NC(C)=O)c3ccc(F)c(F)c3)n2)c1 (configuration not stated)	0	1	0	2	11	-3	0	-1	11	-1.8
35	CN(C)/C=C(\C=O)c1onc(-c2ccccc2Cl)c1C#N	0	-3	-13	4	7	0	2	-6	5	-0.7
36	CCC(CC)C(C(=O)NCc1ccccc1)N1CCN(c2cccc(C)c2C)CC1 (configuration not stated)	-2	-4	3	8	-2	7	-1	0	3	0.4
37	CCOC(=O)C1CCCN(C(=O)COc2ccc(N(C)S(=O)(=O)c3ccc(F)cc3)cc2)C1 (configuration not stated)	0	0	-4	0	23	-5	-5	1	14	0.7
38	C=CCn1c(C)nnc1SCC(=O)Nc1nccs1	-3	-2	-3	-5	14	1	1	-2	0	-0.6
39	Cc1ccccc1NC(=O)COc1coc(CN2CCCc3ccccc32)cc1=O	-1	-7	-64	2	3	2	15*	-70	-9	-1.3
40	CCOC(=O)CCCCCC(=O)Nc1ccc2c(c1)C(=O)N([C@@H](C)CO)C[C@H](C)[C@H](CN(C)S(=O)(=O)c1ccc(OC)cc1)OCCCC[C@H](C)O2	10	-6	0	5	5	7	4	0	5	0.6
41	CC(=O)N(CC(=O)O)c1ccccc1C(=O)O	0	-2	0	2	15	-5	4	-4	-2	0.2
42	CCOc1ccc2nc(N3CCCC(C(=O)NCCCN4C(C)CCCC4C)C3)sc2c1 (configuration not stated)	0	-2	-2	0	8	-3	-3	1	18	-0.2
43	Cc1ccc2c(c1)c1c3n2CCN(C(=O)CN2CCN(C)CC2)C3CCC1 (configuration not stated)	-2	-7	-54	1	5	2	2	-40	1	3.3
44	Cn1c(SCC(=O)Nc2cccc(O)c2)nnc1-c1ccc(S(=O)(=O)N2CCOCC2)cc1	-1	-3	1	2	10	-1	1	1	5	0.2
45	Cc1onc(-c2c(Cl)cccc2Cl)c1C(=O)Nc1ccc2c(c1)OCCO2	0	1	1	-6	-6	4	5	2	-3	-0.1
46	Cc1nc2cc(C(F)(F)F)ccc2n1CCNc1nc(-c2ccc([N+](=O)[O-])c(Cl)c2)cs1	0	6	3	2	-7	-2	-2	2	10	0.8
47	O=C(NCc1ccncc1)c1ccc2nc(Cc3ccccc3F)oc2c1	-4	-2	-8	11	-4	1	5	1	8	-0.1
48	C=CCN1C(=O)C2(NNc3ccccc3O2)c2ccccc21 (configuration not stated)	-2	0	-4	-3	-4	-2	-4	-3	16	0.1
49	O=C(Nc1nnc([C@@H]2C[C@H](O)[C@@H](CO)O2)s1)Nc1ccccc1C(F)(F)F	-1	0	5	0	-2	-1	1	1	13	-0.1
50	Cc1ccc(S(=O)(=O)N2CCCC(C(=O)NCc3ccccc3F)C2)cc1 (configuration not stated)	1	-3	-4	0	-7	4	-2	0	-8	-0.3

Retrieved one by one from the entries so far, two records:
#	SMILES	UHRF1 binding	ADAM17 inh	PLCb3 inh	DDE Tn6 FP inh	ARFGAP1 inhibitor	MBD2 inh	Tn7 DDE FP	PLCg1 inh	ASAP1 GAP inh	proKLK7 act
47	O=C(NCc1ccncc1)c1ccc2nc(Cc3ccccc3F)oc2c1	-4	-2	-8	11	-4	1	5	1	8	-0.1
34	CC(=O)Nc1cccc(-c2csc(C(NC(C)=O)c3ccc(F)c(F)c3)n2)c1 (configuration not stated)	0	1	0	2	11	-3	0	-1	11	-1.8

The listing continues:
#	SMILES	UHRF1 binding	ADAM17 inh	PLCb3 inh	DDE Tn6 FP inh	ARFGAP1 inhibitor	MBD2 inh	Tn7 DDE FP	PLCg1 inh	ASAP1 GAP inh	proKLK7 act
51	Cc1cccc(C)c1NC(=O)CS(=O)CC(=O)NC1CCCc2ccccc21 (configuration not stated)	-1	-6	2	1	-1	-1	-6	1	7	-0.4
52	CCO[C@H]1OC(C(=O)NC2CC2)=C[C@@H](c2ccc(C(F)(F)F)cc2)[C@@H]1CCCO	2	1	4	-3	1	-7	-9	2	2	-0.5
53	CCCOc1ccc(S(=O)(=O)NNC(=O)c2cc3ccccc3o2)cc1	2	5	1	-13	6	2	-8	0	6	0.4
54	CCOC(=O)CSc1nc2cc(C(=O)OC)ccc2c(=O)n1CCN1CCOCC1	-2	-4	-9	-5	13	-5	4	-6	-12	-0.2
55	CC1CCC(NC(=O)C2CCN(c3nc4ccccc4s3)CC2)CC1 (configuration not stated)	4	-1	-4	0	2	5	-4	2	-18	-0.5
56	COc1ccccc1C(=O)OCn1nnc2ccccc2c1=O	2	-5	0	-6	-2	0	-3	-2	10	-0.3

Assay outcomes as filed in PubChem.

Outcome played no part in choosing rows (roughly 4.1% active in at least one column).
